a7 integrin act: activates integrin-mediated alleviation for muscular dystrophy; alpha7betagal myoblasts, beta-gal FDG fluorescence, 48 h; Potency, µM (top dose mostly 38.3 µM), for inactives: at the highest dose activation, usual class: activators; 0.064% of 350,000 active;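 also: potency is read from the fitted curve at half-maximal effect; 100% = response of the positive control SU9516; nearly all actives have a fitted effect of over 60% in size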
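alpha7betagal+/- myoblasts (passage 13, 250/well) treated 48 h at 37C with compounds at 1:260 dilution of DMSO stock. Lysed, then beta-galactosidase activity read as FDG fluorescence (ex 480/em 540) after 30 min, with pre-read for autofluorescence.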
uPA surface inh: inhibitors of cell surface uPA generation; 0.31% of 330,000 active; Potency, µM (doses to about 38.3 µM), inactives show top-dose activity change, negative = inhibition, most hits filed as inhibitors; cell surface uPA generation assay, qHTS; active = well fitted inhibition curve with a large enough effect; inconclusive = small, poorly fitted or top-dose-only effect; inactive = no such curve, though single readings can be large or run the other way; tested in mouse RAW 264.7 cells; also: potency is read from the fitted curve at half-maximal effect; % is scaled to controls: 0 for no effect and ±100 for the full control effect; nearly all actives have a fitted effect of over 55% in size
S-ASM inh: blocks human secretory acid sphingomyelinase | placental ASM, HMU-PC fluorogenic substrate, 60 min | P17405 | 0.006% of 340,000 active | Potency, µM (top dose mostly 57.5 µM), without a hit: at the top dose activity change, negative = inhibition, actives largely listed as inhibitors; also: potency is read from the fitted curve at half-maximal effect
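Human placenta-derived ASM preincubated with compound 10 min at room temperature, then reacted with 9 uM (final) fluorogenic HMU-PC substrate for 60 min at 37 C. Stop solution raises pH to 10; fluorescence read at Ex 386/Em 447 nm.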
TRPV1 agonist: human TRPV1 agonism | TRPV1-expressing cells, Fluo-8 calcium influx, agonist mode | activation, % at 8.33 µM | 0.19% of 320,000 active | AID 540275; in the data active = activation above about 80%; inconclusive = between about 30% and that limit; also: 0% is about no effect
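Cells expressing TRPV1 were dye-loaded with Fluo-8 and read kinetically: 10 s baseline, 3 min after compound (agonist portion), then 2 min after EC20 capsaicin (allosteric enhancer portion). Calcium-bound dye fluorescence at 480/520 nm.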
BRCA1 expr act: BRCA1 expression activation. MCF7-BRCA1-FFLuc reporter, luminescence, 48 h; response scale: scaled: vehicle 0%, 10 µM genistein 100%. Potency, µM (series often up to 46.1 µM), for the others: at the top dose activation, usual class: activators. 1.1% of 380,000 active; also: potency is read from the fitted curve at half-maximal effect; nearly all actives have a fitted effect of over 80% in size; some results filed as inactive show a strong effect at the top dose
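Activators of BRCA1 expression were detected as increased firefly luciferase luminescence in engineered MCF7 cells after 48 h compound incubation. Signals were scaled to genistein 10 microM as full activation.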
TSG101-PTAP inh: blocks PTAP/TSG101 interaction to inhibit HIV-1 budding; Fluorescence polarization, FITC-PTAP peptide / Tsg101 binding; Potency, µM (titrated, usually from 115 µM), without a hit: at the top dose activity change, negative = inhibition, most hits filed as inhibitors; 340,000 tested, under 10 active; AID 493005; active = well fitted inhibition curve with a large enough effect in the main read-out, with a control signal flat, not every such curve was filed as active; inconclusive = small, poorly fitted or top-dose-only effect, or effect the other way, or a change in a side signal; inactive = no such curve, though single readings can be large or run the other way; also: potency is read from the fitted curve at half-maximal effect; % of control where 0% means no effect
Target sequence (Q99816 whole entry, looked up): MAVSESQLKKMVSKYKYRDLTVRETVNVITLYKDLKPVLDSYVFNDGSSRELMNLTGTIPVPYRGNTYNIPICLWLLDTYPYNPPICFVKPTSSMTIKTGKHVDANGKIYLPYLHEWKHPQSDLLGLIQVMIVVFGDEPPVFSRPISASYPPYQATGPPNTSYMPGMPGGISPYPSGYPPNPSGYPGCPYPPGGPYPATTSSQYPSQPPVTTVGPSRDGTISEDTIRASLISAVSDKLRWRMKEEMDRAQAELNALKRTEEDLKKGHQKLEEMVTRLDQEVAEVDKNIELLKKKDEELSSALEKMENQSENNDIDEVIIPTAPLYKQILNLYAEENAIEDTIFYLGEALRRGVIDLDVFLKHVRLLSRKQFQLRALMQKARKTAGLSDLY
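Fluorescence polarization binding of Tsg101 binding domain (10 uM final) to FITC-labeled PTAP peptide (50 nM final) in HEPES pH 7.5 buffer with NaCl, Tween 20, EDTA, TCEP. Compounds added before peptide; binding 20 min at RT.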
ELG1 genotoxic: genotoxicity induction in ELG1-luciferase HEK293T cells. HEK293T ELG1-luciferase reporter, luminescence, 16 h. Potency, µM (series often up to 46 µM), for inactives: at the highest dose activity change, positive = activation, actives largely listed as activators. AID 504466. 1.3% of 330,000 active; also: potency is read from the fitted curve at half-maximal effect; % of control where 0% means no effect; nearly all actives have a fitted effect of over 60% in size
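Genotoxic stress is detected as increased luminescence from luciferase-tagged ELG1 in HEK293T cells, measured with ONE-Glo after a 16 hr treatment at 37 °C.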
B2AR arrestin: beta2AR (human) beta-arrestin recruitment activity | P07550 | Potency, µM (series often up to 46.1 µM), without a hit: at the highest dose activation, most hits filed as activators | beta-arrestin recruitment to beta2AR, cell-based reporter | 0.02% of 330,000 active | AID 492947;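 also: potency is read from the fitted curve at half-maximal effect; 0% = DMSO controls and full agonism = EC100 isoproterenol or metaproterenol; nearly all actives have a fitted effect of over 65% in size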
Eya2 phos inh: blocks the phosphatase activity of human Eya2 | O00167 | recombinant Eya2, OMFP fluorescence dephosphorylation (OMFP is methylfluorescein phosphate) | Potency, µM (highest dose often 76.9 µM), for inactives: top-dose activity, negative = inhibition, usual class: inhibitors | 0.006% of 330,000 active | AID 488837; also: potency is read from the fitted curve at half-maximal effect; % is scaled to controls: 0 for no effect and ±100 for the full control effect
Target sequence (O00167 whole entry, looked up): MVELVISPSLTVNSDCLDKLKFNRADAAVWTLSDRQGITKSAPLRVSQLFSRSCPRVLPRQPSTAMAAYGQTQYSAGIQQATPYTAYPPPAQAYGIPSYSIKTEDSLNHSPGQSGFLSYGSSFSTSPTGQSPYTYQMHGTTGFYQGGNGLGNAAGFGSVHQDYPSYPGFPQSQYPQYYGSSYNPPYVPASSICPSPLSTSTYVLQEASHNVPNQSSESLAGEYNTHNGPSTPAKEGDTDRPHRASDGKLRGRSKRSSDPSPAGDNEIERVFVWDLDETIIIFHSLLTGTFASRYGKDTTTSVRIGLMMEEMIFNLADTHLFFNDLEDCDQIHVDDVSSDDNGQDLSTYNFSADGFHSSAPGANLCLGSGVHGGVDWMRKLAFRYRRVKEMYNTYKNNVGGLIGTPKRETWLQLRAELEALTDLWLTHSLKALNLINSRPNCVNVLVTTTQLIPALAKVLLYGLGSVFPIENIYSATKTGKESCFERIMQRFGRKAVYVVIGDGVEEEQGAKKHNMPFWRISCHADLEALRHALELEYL
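Eya2 protein (added as 0.2 uM solution) was preincubated with compound for 10 min at ambient temperature in 50 mM HEPES pH 7.5, 50 mM NaCl, 5 uM MgCl2, 0.05% BSA, 1 mM DTT. OMFP (added at 50 uM) then reacted 10 min; fluorescence read at 485/525 nm.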
USP2a block: blocks human ubiquitin-specific protease USP2a | USP2 core, Ub-CHOP2 coupled fluorogenic reporter, 485/531 | Potency, µM (highest dose often 38.3 µM), without a hit: at the highest dose activity change, negative = inhibition, actives largely listed as inhibitors | 0.01% of 330,000 active;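 also: potency is read from the fitted curve at half-maximal effect; plate controls were DMSO wells for no effect and full inhibition by NEM control for full effect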
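Deubiquitinase activity read as fluorescence (485/531 nm) after Ub-CHOP2 cleavage activates the enterokinase reporter on its substrate; USP2 core 10nM, Ub-CHOP2 and substrate 25nM each, 30min compound preincubation then 60min RT; data normalized to NEM, curves fitted.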
p53 reactivator: restores transcriptional activity of mutant p53; Potency, µM (series often up to 92.2 µM), for inactives: at the highest dose activity change, positive = activation, hits mostly activators; 0.063% of 320,000 active; AID 504706; H1299 p53-A138V BP100-luciferase reporter, luminescence, 24 h; also: potency is read from the fitted curve at half-maximal effect; % of control where 0% means no effect; nearly all actives have a fitted effect of over 45% in size
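p53-null H1299 cells stably carrying temperature-sensitive p53-A138V and a BP100-luciferase reporter were pinned with compounds (4-point, 1:5 series) and held 24 hrs at 37 deg C. Luminescence was read 10 min after detection reagent.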
* marks the source's active call; other numbers are inactive results; ? = inconclusive; / = not tested or not shown; [ ] = remark or other dose. Unless noted, calls follow the shape of the dose curve; as a rule, active = well fitted curve in the direction sought with a large enough effect; inconclusive = small, poorly fitted or top-dose-only effect, or another doubt; inactive = no such curve, though single readings can be large; an effect the other way counts as inactive or inconclusive. The order is random; 2.6% or so of the library scored in one or more.

entry | smiles | a7 integrin act | uPA surface inh | S-ASM inh | TRPV1 agonist | BRCA1 expr act | TSG101-PTAP inh | ELG1 genotoxic | B2AR arrestin | Eya2 phos inh | USP2a block | p53 reactivator
1 | COC(=O)CCC(=O)OC1(C)C(=O)C=C2C=C(C3CC3)N(C3CCCCC3)C=C2C1=O (stereo not given) | 10.3% | 7.9% | 21.8% | 1.3 | 7.9% | -1.3% | 6.0% | -0.2% | 4.0% | -8.3% | 2.7%
2 | Cn1c(O)c(N=Nc2ccc(F)cc2)c2ccccc21 | -9.5% | -0.5% | -21.2% | 0.0 | -49.1% | ? | 2.4% | -0.2% | -7.3% | -7.3% | -2.0%
3 | CC(=O)c1sc(NCc2ccc(C)cc2)nc1C | 8.7% | -8.1% | 0.0% | 3.1 | ? | -4.8% | 23.1µM* | 0.1% | -11.8% | 1.2% | ?
4 | COC(=O)CC(c1ccc(OC)c(OC)c1)c1ccc(OC)c(OC)c1 | -28.6% | -1.0% | 4.7% | 1.1 | 14.8% | -2.5% | 7.4% | 0.4% | 0.2% | 0.5% | -1.7%
5 | CCCn1c(SCC(=O)Nc2cccc(C)n2)nc2c1c(=O)n(C)c(=O)n2C | ? | -1.7% | -2.1% | 1.3 | -14.3% | 1.0% | -7.7% | 0.3% | -11.1% | 4.9% | -0.4%
6 | O=C(Cc1ccc(Cl)c(Cl)c1)NNC(=S)NCC1CCCO1 (stereo not given) | 23.0% | -1.3% | 2.3% | 0.5 | -15.9% | -6.8% | -4.8% | -0.1% | -4.5% | 3.3% | 1.4%
7 | C/C(NC(=O)c1cccs1)=C1\C(=O)C[C@@H]2[C@H]1C2(C)C | 20.8% | -0.7% | -3.0% | 17.8 | ? | 1.8% | ? | 0.2% | -5.6% | -0.8% | ?
8 | Cc1ccc(C)c(N2CCN(S(=O)(=O)c3ccc(-c4cc(C)no4)s3)CC2)c1 | 6.9% | 11.3% | -5.6% | ? | -2.4% | 0.0% | -3.9% | 0.2% | -7.9% | -1.3% | -4.4%
9 | O=C(NCCN1CCc2ccccc2C1)C1CCN(S(=O)(=O)N2CCC3(CC2)OCCO3)CC1 | 7.7% | 7.5% | 2.0% | -0.8 | -1.7% | -6.9% | -2.0% | -0.8% | -21.5% | 1.4% | 0.5%
10 | Cc1ccc(CNC(=O)CCc2c(C)nc3ncnn3c2C)cc1 | 11.2% | 1.0% | 0.8% | -1.3 | 22.8% | -0.7% | 3.8% | 0.4% | 1.2% | -3.2% | -0.2%
11 | Cc1cc(C)n(-c2ccc(C(=O)OCC(=O)NCc3ccco3)cc2)n1 | 3.0% | -1.1% | 0.9% | 8.5 | 30.6% | -2.1% | 2.0% | -1.0% | 3.3% | 5.3% | 4.6%
12 | CCOc1ccccc1CNC(=O)C1CCN(c2nc3ccccc3o2)CC1 | -8.0% | -15.9% | -0.9% | 25.3 | -7.4% | 0.7% | -9.8% | -0.8% | -0.7% | 1.7% | -7.6%
13 | C/C(CC(=O)Nc1ccccc1F)=N\NC(=O)Cc1ccc(Cl)cc1 | -21.1% | 2.3% | 0.3% | 16.8 | 0.0% | -1.9% | -8.1% | -0.1% | -9.3% | 0.0% | -1.9%
14 | O=C(Nc1ccc2ccccc2n1)c1ccc(Cl)cc1 | -16.4% | -12.8% | -2.5% | ? | 34.7% | -6.0% | ? | -1.1% | 11.0% | -1.0% | 16.2%
15 | Cn1c(=O)c2c(ncn2CC(=O)Nc2cccc(S(=O)(=O)Nc3ccccc3F)c2)n(C)c1=O | 0.0% | 6.2% | 5.6% | 0.8 | -9.9% | -2.7% | -0.2% | -0.2% | 9.2% | 4.8% | -1.7%
16 | CCOc1ccc(C(=O)N(Cc2ccc(OC)cc2)Cc2cc3cc(OC)ccc3[nH]c2=O)cc1 | 10.9%[7.66 µM] | / | 15.7% | 0.1 | -2.9% | -17.8% | 0.2% | -0.2% | -21.1% | 0.1% | 1.2%
17 | O=C(COC(=O)c1cccc(Br)c1)NCc1ccco1 | -15.3% | 5.4% | -1.6% | / | -0.9% | -3.1% | 2.1% | -0.1% | -13.7% | 2.6% | 3.9%
18 | COC(=O)CCC(=O)OC1(C)C(=O)C=C2C=C(C3CC3)N(C(CO)CO)C=C2C1=O (stereo not given) | 27.4% | 1.6% | 13.3% | 2.0 | -1.8% | -0.2% | 3.8% | -0.1% | 7.1% | 0.0% | 1.5%
19 | Nc1c(C(=O)Nc2ccccc2F)sc2nc(Cc3ccccc3)cc(C(F)(F)F)c12 | 11.8% | / | 8.7% | 1.3 | 0.8% | ? | -4.6% | -0.1% | 9.0% | ? | 0.9%
20 | CN(Cc1nccs1)C(=O)c1cc(COc2cccc3cnccc23)on1 | 0.0% | ? | 11.4% | 4.4 | -7.1% | -2.5% | -13.9% | 0.3% | 0.3% | 2.9% | -11.2%
21 | O=C(Nc1ccc2c(c1)C(=O)OC2)c1ccc(Cl)cc1 | ? | -5.7% | -0.6% | 7.2 | 0.0% | -2.4% | 14.2% | 0.0% | 14.9% | 1.4% | 3.8%
22 | CCOc1nc(NC(=O)NS(=O)(=O)c2cccc(Cl)c2)nc(-c2ccccc2)n1 | -6.1% | -1.3% | 1.2% | -1.9 | 34.4% | -2.0% | 13.0% | -0.9% | 0.2% | 3.3% | 24.2%
23 | CC(=O)NC(CCS(C)(=O)=O)C(=O)Nc1cc(Cl)ccc1Cl (stereo not given) | -5.9% | -2.6% | 6.8% | -5.8 | -5.0% | 4.4% | 1.0% | 0.1% | 0.9% | 2.5% | 5.9%
24 | O=C(Cc1ccccc1)NN=Cc1ccccc1 | -3.9% | 0.9% | -4.0% | / | 23.7% | 0.4% | / | / | / | / | /
25 | CCOc1ccc(C(=O)NCC(=O)OCc2cc([N+](=O)[O-])cc3c2OCOC3)cc1OCC | 4.9% | 2.6% | 1.1% | 6.7 | -7.5% | -5.1% | -3.1% | 0.0% | 11.9% | 0.5% | 0.9%
26 | CCc1ccc(NS(=O)(=O)c2cccc3nsnc23)cc1 | -17.6% | -2.7% | -7.1% | 11.0 | -7.5% | -6.6% | -0.4% | -0.2% | 14.1% | 2.8% | -4.8%
27 | Cc1ccc(-c2noc(CN(C)C(=O)c3ccoc3C)n2)cc1 | 9.3% | -0.5% | -0.1% | 1.2 | 58.7% | -10.0% | 18.7% | -0.2% | -0.7% | 1.0% | 23.3%
28 | CCNC(=S)NNC(=O)c1cc(-c2cccc(OCC)c2)nc2ccccc12 | -0.1%[7.66 µM] | / | -1.0% | 0.2 | ? | -7.9% | ? | -0.2% | -16.5% | -15.7% | 28.8%
29 | COc1ccc(OC)c(N(CC(=O)NCCSCc2ccco2)S(=O)(=O)c2ccccc2)c1 | -16.1% | 2.7% | -3.0% | 7.9 | -28.4% | -1.1% | -17.2% | -0.5% | -20.2% | 0.0% | -4.8%
30 | CCCCn1c(N)c(N(C)C(=O)c2ccc(OCC3CCCO3)cc2)c(=O)[nH]c1=O (stereo not given) | 6.4% | 3.0% | 4.7% | -1.6 | -10.7% | 0.0% | 1.7% | -1.5% | 17.4% | 0.7% | -4.9%
31 | COc1ccccc1CC(=O)OC(C)C(=O)Nc1ccc(S(=O)(=O)N2CCCCC2)cc1 (stereo not given) | -1.8% | -3.7% | 2.4% | 0.4 | -25.1% | -0.9% | -1.7% | -1.0% | 15.1% | 0.1% | 10.0%
32 | O=Nc1c2nc3ccccc3n(O)c-2c2ccccc12 | / | / | / | -1.6 | / | / | 12.3% | 0.4% | 5.9% | 2.1% | ?

Just p53 reactivator, USP2a block and ELG1 genotoxic (3 entries from above):
#	SMILES	p53 reactivator	USP2a block	ELG1 genotoxic
21	O=C(Nc1ccc2c(c1)C(=O)OC2)c1ccc(Cl)cc1	3.8%	1.4%	14.2%
22	CCOc1nc(NC(=O)NS(=O)(=O)c2cccc(Cl)c2)nc(-c2ccccc2)n1	24.2%	3.3%	13.0%
23	CC(=O)NC(CCS(C)(=O)=O)C(=O)Nc1cc(Cl)ccc1Cl (stereo not given)	5.9%	2.5%	1.0%
